PostGolgi ctrl = growth of the yeast control strain, post-Golgi counter-screen. inhibition, % at 10 µM. actives 5% (n = 98,000). efflux-deficient yeast background strain, growth absorbance A615, 16 h
DAT uptake mod = human DAT dopamine uptake with cocaine, either direction. Q01959. actives 1.3% (n = 110,000). LLC-PK1 hDAT cells, [14C]-dopamine uptake with cocaine IC80; actives deviate in either direction. B-score at 10 µM;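 active means Z score or B-score, a plate-position-corrected score, falls beyond the plate's 99.7% confidence bounds, in either direction; inactive means both scores lie inside the 99.7% bounds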;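 further: scored against the spread of the other compound wells on the same plate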
sEH inh = soluble epoxide hydrolase (human) inhibition | recombinant human sEH enzymatic activity assay | AID 707 | inhibition, % at 2 µM | P34913 | actives 0.34% (n = 91,000); in the data active means inhibition above about 80%; further: values of inactives mirror those of a sister screen read the other way; many of its hits are not listed in these tables
S1P2 agonist = S1P2 (human) receptor agonism; O95136; S1P2-expressing cell line, agonist reporter read-out; activation, % at 4.5 µM; actives 0.46% (n = 97,000); in the data active means activation above about 16%;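 further: 0% = vehicle low control and 100% = maximal reference agonist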
Target sequence (O95136 whole entry, looked up): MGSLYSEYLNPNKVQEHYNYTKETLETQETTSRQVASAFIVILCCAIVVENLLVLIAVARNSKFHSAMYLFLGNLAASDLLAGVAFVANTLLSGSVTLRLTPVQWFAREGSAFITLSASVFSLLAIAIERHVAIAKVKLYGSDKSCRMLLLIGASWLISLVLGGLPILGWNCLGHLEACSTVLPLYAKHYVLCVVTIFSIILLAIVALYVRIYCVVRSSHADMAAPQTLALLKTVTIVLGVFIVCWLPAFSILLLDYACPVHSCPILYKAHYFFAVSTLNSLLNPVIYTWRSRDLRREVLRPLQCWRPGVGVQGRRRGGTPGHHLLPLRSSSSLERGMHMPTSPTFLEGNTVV
PostGolgi yeast = growth inhibition of a yeast mutant, post-Golgi transport screen. post-Golgi transport phenotypic cell assay. inhibition, % at 10 µM. actives 0.9% (n = 98,000);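 further: yeast cells grown in 1536-well plates; yeast grown about 18 h at 30C before absorbance read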
CYP2C19 activ = activators of human cytochrome P450 2C19; P33261; activation factor at 5 µM; recombinant CYP2C19, luciferin-H EGE luminescence; active compounds read high; 0 = fully inhibited enzyme, 1 = untreated enzyme; AID 1025; 96,000 tested, under 10 active;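 active means activation factor of at least 2 at 5 µM in the primary screen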;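 further: 0 = wells with 2.5 mM tranylcypromine and 1 = vehicle-only wells; values of inactives mirror those of a sister screen read the other way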
Target sequence (P33261 whole entry, looked up): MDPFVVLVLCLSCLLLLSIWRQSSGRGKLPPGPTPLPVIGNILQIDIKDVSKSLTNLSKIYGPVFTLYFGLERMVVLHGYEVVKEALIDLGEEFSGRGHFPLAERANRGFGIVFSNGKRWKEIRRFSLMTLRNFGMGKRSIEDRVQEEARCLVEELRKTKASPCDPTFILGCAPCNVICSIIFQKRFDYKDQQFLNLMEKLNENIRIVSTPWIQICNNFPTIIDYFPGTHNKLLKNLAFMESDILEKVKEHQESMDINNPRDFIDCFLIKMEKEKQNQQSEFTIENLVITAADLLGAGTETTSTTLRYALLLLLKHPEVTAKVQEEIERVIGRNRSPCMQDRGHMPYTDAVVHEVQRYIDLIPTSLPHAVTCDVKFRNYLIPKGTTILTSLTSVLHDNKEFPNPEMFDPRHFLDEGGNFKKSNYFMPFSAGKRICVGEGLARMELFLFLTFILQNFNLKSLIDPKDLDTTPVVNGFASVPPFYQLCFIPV
sEH act = activators of human soluble epoxide hydrolase; purified human sEH enzymatic activity, activator screen; activation, % at 2 µM; actives 0.04% (n = 91,000); in the data active means activation above about 37%; further: values of inactives mirror those of a sister screen read the other way
CYP2C19 inhib = inhibitors of human CYP2C19. P33261. CYP2C19 Supersomes, luciferin-H EGE luminescence, 30 min. inhibition, % at 5 µM. actives 21% (n = 96,000);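 active means CYP2C19 inhibition above a set limit at 5 µM in the primary screen, cut at about 50% in these data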;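 further: plate controls were negative control wells for no effect and 2.5 mM tranylcypromine positive control for full effect; values of inactives mirror those of a sister screen read the other way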
S1P2 blocker = antagonists of human S1P2 receptor; AID 736; inhibition, % at 5 µM; O95136; cell-based S1P2 antagonist assay, inhibition at 5 uM; actives 0.21% (n = 97,000); in the data active means inhibition above about 45%;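 further: CRE beta-lactamase reporter cells expressing human S1P2 stimulated with S1P; 0% = agonist at EC80 alone and 100% = agonist plus reference antagonist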
* hit, by the source's call; / = not tested or not shown. Unless noted, no stated cut-off is given here; in the data, active means inhibition above about 30%; inactive means the rest. An unsorted share of the library, and some 24% of all compounds hit somewhere here.

The line under a structure holds: PostGolgi ctrl, DAT uptake mod, sEH inh, S1P2 agonist, PostGolgi yeast, CYP2C19 activ, sEH act, CYP2C19 inhib, S1P2 blocker
- CCOC(=O)N1CCN(c2c(NCCOC)c(=O)c2=O)CC1
  20, -0.019, -3, -5, 7, 1.2, 4, -15, 2
- Cc1nn2c3ccccc3n(Cc3ccccc3)c2nc1=O
  /, -1.3, 0, 0, /, /, 6, /, -23
- COC(=O)CSc1nnc(CNC(=O)c2ccc(S(=O)(=O)N3CCCCC3)cc2)n1C
  5, 1.1, 6, -8, -12, 1, -3, 3, 4
- Cc1c(Cc2ccccc2)c(=O)oc2cc(OC(=O)c3ccccc3)ccc12
  -2, -0.78, 2, -5, -5, 0.4, -2, 60*, 4
- Cc1cc(C(F)F)n2nc(C(=O)Nc3cc(C)on3)nc2n1
  3, -0.63, -1, -4, 2, 0.9, 0, 7, 16
- O=C(c1ccccc1)c1cccn1CC(=O)N1CCN(c2ccccc2)CC1
  19, -0.23, -13, -3, -3, 0.7, 13, 32, -6
- COc1ccc(C2=NOC(C(=O)Nc3ccc(C(C)=O)cc3)C2)cc1OC (centres undefined)
  13, 1.8, 15, -5, 12, 1, -14, 0, 15
- O=C(Nc1cc(-c2nc3ccccc3s2)ccc1Cl)c1ccc2c(c1)OCO2
  28, 0.36, -2, -2, 4, 0.9, 3, 5, 23
- CCc1ccc2c(c1)/C(=C/C(=O)c1cccs1)C(=O)N2
  87*, -0.94, -4, -4, 76*, 0.9, 4, 8, 13
- C=CCSc1nc(N(CC)CC)c2sccc2n1
  25, -0.018, 5, -4, 5, 0.6, -4, 40, -9
- Cc1[nH]n2c(=O)cc(C(C)(C)C)nc2c1-c1ccccc1
  6, -1.3, -3, -4, -3, 0.9, 4, 6, 9
- CC1(C)CC(CCC(=O)Nc2ccccc2Cl)C(=O)O1 (centres undefined)
  -5, 0.43, 5, 1, 13, 1, 0, 1, -6
- CCN(CC)S(=O)(=O)c1cc(C(=O)OC)ccc1Cl
  14, -0.57, -9, -5, 2, 0.4, 8, 62*, 19
- Cc1ccc(NC(=O)C(SCC(=O)O)c2ccccc2)cc1C (centres undefined)
  -2, 0.56, -3, -3, 15, 1.1, 6, -8, 17
- Cn1cnnc1SCC(=O)c1ccc(OC(F)F)cc1
  -2, -0.33, -1, -1, 0, 0.7, 3, 27, 1
- COCCNC(=O)c1cc2c3ccccc3n(C)c2s1
  3, 2.5, -5, 0, 8, 0.7, 6, 33, 10
- O=C1C2CCCN2C(c2ccccc2F)N1c1cccc(Cl)c1 (centres undefined)
  1, -0.76, -8, -5, -14, 0.5, 9, 48, 10
- O=C(NCc1ccc2c(c1)OCO2)C12CC3CC(CC(C3)C1)C2
  9, 1.5, 15, -3, 21, 0.7, -18, 26, -20
- CN(/N=C/c1ccncc1)c1cnn(-c2ccc(F)c(Cl)c2)c(=O)c1Cl
  12, 1.4, -7, 3, -2, 0.1, 5, 91*, 6
- CC1CCCC(C)N1c1nnc(NC(=O)Cn2c(=O)oc3ccccc32)s1 (centres undefined)
  5, -0.048, /, /, -3, 1, /, 0, /

Entries from the list above that contain a thiophene ring, fused or not, in the order listed:
The line under a structure holds: PostGolgi ctrl, DAT uptake mod, sEH inh, S1P2 agonist, PostGolgi yeast, CYP2C19 activ, sEH act, CYP2C19 inhib, S1P2 blocker
- CCc1ccc2c(c1)/C(=C/C(=O)c1cccs1)C(=O)N2
  87*, -0.94, -4, -4, 76*, 0.9, 4, 8, 13
- C=CCSc1nc(N(CC)CC)c2sccc2n1
  25, -0.018, 5, -4, 5, 0.6, -4, 40, -9
- COCCNC(=O)c1cc2c3ccccc3n(C)c2s1
  3, 2.5, -5, 0, 8, 0.7, 6, 33, 10

New compounds follow.
The line under a structure holds: PostGolgi ctrl, DAT uptake mod, sEH inh, S1P2 agonist, PostGolgi yeast, CYP2C19 activ, sEH act, CYP2C19 inhib, S1P2 blocker
- Brc1ccc(-c2nn3c(-c4ccco4)nnc3s2)o1
  2, -0.35, 5, -4, 0, 0.6, -5, 36, -19
- O=C1CCCC(O)=C1C(C#Cc1ccccc1)C1=C(O)CCCC1=O
  10, 1.2, /, /, 1, 0.9, /, 10, /
- O=C(CNC(=O)C1CCCCC1)Nc1ccc(Cl)cc1
  14, -0.31, 14, -4, 0, 0.6, -14, 43, 9
- COc1ccc(C2CC(c3ccccc3)n3nc(NC(=O)c4cccs4)nc3N2)cc1 (centres undefined)
  -1, /, 4, -4, -1, 0.8, -5, 18, -1
- CCc1cc2c(CN3CCN(CC)CC3)cc(=O)oc2cc1O
  1, 1.9, -8, 4, 5, 1.1, 10, -15, 13
- CC(C)(C)c1ccc(C(=O)Nc2ccc(N3CCOCC3)cc2)cc1
  -4, 0.52, -3, -4, 6, 1.1, 1, -10, -12
- Cc1ccc(-c2noc(CN(C(=O)c3cccs3)C(C)C)n2)cc1
  4, -0.14, 4, -3, -1, 0.6, 0, 45, -2
- Cc1ccc(Cl)cc1N1CCN(CC(=O)Nc2ccc3[nH]c(=O)[nH]c3c2)CC1
  -2, -0.77, 17, -7, 8, 0.9, -15, 13, -4
- Cc1nc2ccc(NC(=O)c3ccc(F)c(S(=O)(=O)N4CCOCC4)c3)cc2s1
  -2, -0.21, 67, -6, 4, 0.8, -67, 18, 18
- CCCC(=O)c1cc(F)c(N2CCOCC2)cc1C
  13, 0.48, 4, -1, 1, 0.5, -6, 53*, 8
- Cc1cc(C(F)F)n2nc(C(=O)Nc3ccc(S(=O)(=O)NC45CC6CC(CC(C6)C4)C5)cc3)nc2n1
  2, -0.016, -4, -6, -1, 0.8, 6, 21, 3
- N#CC12CCCCC1CC1CCCCC1(C#N)N2CCO (centres undefined)
  -6, 0.28, 6, -2, 2, 1, -6, 3, 10
- COc1ccc(NC(=O)Cn2nnc(C(=O)NCc3cccc(OC)c3)c2N)cc1
  -4, /, 5, -4, -4, 1, -7, -4, 13
- O=C(O)c1cnn(-c2ccccc2)c1-n1cccc1
  7, -0.11, 0, -2, 1, /, 0, /, 7
- Cc1cccc2c1NC(C)CC2C (centres undefined)
  16, -0.77, -2, -3, 2, 1, 4, 1, -11
- O=C(Cc1ccccc1)NC1CCN(S(=O)(=O)c2ccc(C(=O)O)cc2)CC1
  11, 0.009, -8, -3, 0, 1, 7, 4, -22
- CCc1c(C)sc(NC(=O)CSc2nc3c(c(C(F)(F)F)n2)CCc2ccccc2-3)c1C#N
  -12, -0.075, 7, -5, -14, 1.1, -6, -5, -5
- Cc1cc(C)n(-c2nc3ccccc3nc2N2CCCCCC2)n1
  39*, 0.089, -13, -1, 5, 0.2, 14, 75*, 4
- COC(C(=O)Nc1ccc(F)c(F)c1)c1ccccc1 (centres undefined)
  /, -1.4, 8, -7, /, /, -7, /, 20
- Cn1c(CNc2ccccn2)c(C#N)c2ccccc21
  6, 0.017, 8, -2, -4, 0.2, -3, 75*, -5
- CNc1nc(N)c(C(=O)C(C)(C)C)s1
  5, -0.25, -8, -3, 1, 0.8, 8, 17, 6
- N#CC1=C(N)NC(SCC(=O)Nc2ccc(Br)cc2)=C(C#N)C12CCCCC2
  -9, -1.8, 42, -6, -8, 0, -43, 100*, 20
- Cc1ccccc1C(=O)NC(=S)Nc1ccc(S(=O)(=O)N2CCN(C)CC2)cc1
  -7, 0.3, -7, -2, -7, 0.7, 9, 31, -11
- Nn1c(SCc2nc3ccccc3[nH]2)nnc1C1CCCCC1
  -3, -1, 3, -5, 3, 0.7, -3, 34, 3
- CC(Sc1nc2ccccc2c(=O)n1Cc1ccco1)C(=O)c1ccccc1 (centres undefined)
  21, 0.19, /, /, 1, 0.3, /, 74*, /
- O=C(Nc1ccccc1)N1CCn2c1nc1ccccc12
  14, 0.82, 7, 0, 0, 0.8, -5, 18, 0
- CC(C)c1ccc(C2CC(=O)N3CN(C)CSC3=C2C#N)cc1 (centres undefined)
  1, 0.4, 15, -5, 9, 1, -16, 0, 4
- Cc1ccc(CNc2nc(N)c([N+](=O)[O-])c(Nc3cccc(F)c3)n2)cc1
  46*, -0.85, -4, 13, -6, 0.5, 3, 50*, -36
- CCOC(=O)Cc1csc(SCc2nc3ccccc3c(=O)[nH]2)n1
  9, 0.62, -6, -1, 4, 0.6, 6, 45, -7
- COc1cccc(-c2cc(C(=O)Nc3cc(OC)c(OC)c(OC)c3)no2)c1
  9, 1.3, 1, -1, -10, 0.2, -1, 81*, -22
- Cc1ccc(-c2csc(NC(=O)CSc3nc(C)cc(=O)[nH]3)n2)cc1
  4, 2.3*, -17, -2, 6, 0.7, 13, 27, -40
- Cc1ccc(C(C)C)c(OCc2nc(-c3nonc3N)no2)c1
  6, -0.82, -13, 2, -18, 0.8, 12, 20, -12
- CN(CC(=O)Nc1ccc(F)c(F)c1F)C1CCCCC1
  17, 0.26, 4, 0, 9, 0.9, -2, 12, -32
- CCOc1ccc(S(=O)(=O)N2CCCCCC2)cc1
  9, 0.13, -4, -1, 23, 0.1, 2, 92*, -10
- O=c1[nH]c2ccccc2nc1Cc1ccccc1
  8, 0.046, -6, -5, -1, 0.4, 6, 56*, -11
- CCCCn1c(SCC(N)=O)nnc1-c1ccco1
  0, -0.1, -2, -4, 28, 0.9, 2, 8, 8
- CCCc1nnc(SCC(=O)N2CCCCC2C)n1CCCOC (centres undefined)
  9, 0.73, 3, -5, 8, 1, -3, -3, 2
- CCc1c(C(C)S(=O)(=O)c2ccc(C)cc2)[nH]c(=O)n1-c1ccc(OC(F)(F)F)cc1 (centres undefined)
  -3, -0.027, -2, -2, 3, 0.8, 2, 16, -14
- Cc1ccccc1NC(=O)CN1C(=O)NC(C)(c2ccc3c(c2)OCO3)C1=O (centres undefined)
  0, -0.52, 2, 2, -1, 0.7, 0, 30, -51
- O=[N+]([O-])c1ccc(N2CCCC2)cc1NC(c1ccccc1)c1ccccc1
  12, 0.2, -8, 0, -1, 0.9, 9, 9, 13
- CCN(CC)C(=O)c1sc(NC(=O)c2ccc(C)c([N+](=O)[O-])c2)c(C#N)c1C
  8, 0.55, -2, -5, -4, 1, 5, 1, -8
- O=C(Nc1ccc2c(c1)OCO2)c1cccc(Cl)c1
  21, 1.8, 0, -4, -8, 0.3, -5, 70*, 21
- CCCCOc1ccc(C(=O)N2CCC(C)CC2)cc1
  17, 2, 0, -4, 11, 0.3, -4, 70*, 15
- Cc1cc(NC(=O)CSc2nnc(-c3ccco3)n2CC2CCCO2)no1 (centres undefined)
  2, 1.9, /, /, 23, 1.1, /, -10, /
- CCOc1ccc(C(C)NC(=O)Nc2ccccc2C(=O)OC)cc1 (centres undefined)
  1, -0.12, -11, -4, -4, 0.3, 11, 70*, 11
- Cc1ccnc(NC(=O)C2CCN(S(=O)(=O)c3cccc4nonc34)CC2)c1
  -4, 1.5, 2, -6, -10, 0.9, -3, 10, -12
- Cc1c(O)nc(SC2CC(=O)N(c3ccccc3)C2=O)[nH]c1=O (centres undefined)
  6, -1.1, 2, -6, 2, 1.1, 1, -10, 9
